Bioassay records as filed in PubChem BioAssay.
bCat KO growth = beta-catenin-lacking colon tumor cell growth suppression | HCT116 beta-catenin knockout viability, CellTiter-Glo, 60 h; hits give low values | viability, % at 10 µM | actives 1.5% (n = 140,000);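 active = viability at or under a set limit, the compound median less 4 SD, cut at about 6% in these data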;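 note: 0% = Hyamine 1622 control at 20 µM and 100% = untreated cell control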
E-sel TNF inh = blocks E-selectin expression induced by TNF alpha | HUVEC TNFa-induced E-selectin immunofluorescence, high content | inhibition, % at 2 µM | actives 0.71% (n = 120,000);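 active = inhibition above the batch mean plus 3 SD, and confirmed as a hit on visual image review, cut at about 43% in these data; inconclusive = passes the inhibition cutoff but fails visual image review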;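 note: 0% = TNF-stimulated DMSO wells and 100% = unstimulated control wells; not every result past the cut was called active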
Yeast life ext = extends the lifespan of yeast; inhibition of the nicotinamide effect, % at 10 µM; AID 775; actives 0.68% (n = 130,000); S. cerevisiae growth with nicotinamide, OD615; deaD strain in restrictive glucose medium;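 active = inhibition above a set limit, placed 3 SD over the median of all compounds, cut at about 26% in these data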;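 note: 0% = nicotinamide-treated wells and 100% = cells grown without nicotinamide; some compounds called inactive have numbers as strong as hits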
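Assay system: engineered S. cerevisiae DeaD replicative-lifespan strain, galactose-grown log-phase cells; Buffer or medium: CSMM-D glucose medium, restrictive; Probe or stimulus: nicotinamide 1.5 mM; Compound: single dose 10 µM compound, 0.25% DMSO; Schedule: 4 h preincubation then 48 h treatment at 30 °C; Technique: OD615 measurement.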
GALR2 blocker = blocks the human galanin receptor 2. O43603. GALR2-expressing cells, antagonist mode. AID 828. inhibition, % at 4 µM. actives 0.39% (n = 140,000); in the data active = inhibition above about 27%;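 note: cells stimulated with galanin 1-16 at roughly its EC80; 0% = agonist challenge control and 100% = basal control without agonist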
Target sequence (O43603 whole entry, looked up): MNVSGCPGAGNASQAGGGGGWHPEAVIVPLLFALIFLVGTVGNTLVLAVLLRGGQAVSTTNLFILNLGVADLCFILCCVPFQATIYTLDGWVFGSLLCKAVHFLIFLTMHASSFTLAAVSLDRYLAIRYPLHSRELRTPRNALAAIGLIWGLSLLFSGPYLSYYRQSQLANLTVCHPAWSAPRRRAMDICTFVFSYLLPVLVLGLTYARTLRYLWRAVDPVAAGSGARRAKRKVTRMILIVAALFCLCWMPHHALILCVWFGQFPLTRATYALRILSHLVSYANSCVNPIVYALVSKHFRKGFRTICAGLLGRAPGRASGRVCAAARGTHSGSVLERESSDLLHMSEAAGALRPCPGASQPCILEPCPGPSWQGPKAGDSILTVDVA
NPY Y2 blocker = blocks the human neuropeptide Y Y2 receptor | NPY-Y2 expressing cells, antagonist mode | actives 0.99% (n = 140,000) | inhibition, % at 2.7 µM; in the data active = inhibition above about 17%;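 note: 0% = vehicle with agonist challenge and 100% = reference antagonist with challenge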
Target sequence (P49146 whole entry, looked up): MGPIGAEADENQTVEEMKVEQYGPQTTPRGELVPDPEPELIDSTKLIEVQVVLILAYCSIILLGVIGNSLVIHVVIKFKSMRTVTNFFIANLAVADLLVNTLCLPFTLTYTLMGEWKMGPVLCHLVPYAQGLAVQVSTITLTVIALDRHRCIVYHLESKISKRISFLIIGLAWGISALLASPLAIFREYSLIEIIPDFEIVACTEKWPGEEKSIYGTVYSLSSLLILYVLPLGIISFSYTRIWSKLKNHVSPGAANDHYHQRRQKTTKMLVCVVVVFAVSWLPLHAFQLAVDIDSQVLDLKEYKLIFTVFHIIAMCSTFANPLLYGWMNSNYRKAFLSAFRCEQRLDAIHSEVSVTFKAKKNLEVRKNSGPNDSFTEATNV
Phagocytosis inh = macrophage phagocytosis inhibition; J774A.1 macrophage IgG-bead phagocytosis, imaging; inhibition, % at 5 µM; actives 0.07% (n = 110,000); AID 1029;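 active = inhibition above the mean of the plate negative controls plus 5 SD, cut at about 13% in these data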;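 note: phagocytic index as fraction of beads internalized from green versus red external bead signal; plate controls were DMSO negative control for no effect and cytochalasin-D positive control for full effect; some results beyond the cut were filed as inactive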
Yeast growth inh = chemicals that inhibit yeast BB579 growth in restrictive medium (lifespan-shortening candidates) | inhibition, % at 10 µM | actives 0.51% (n = 140,000) | S. cerevisiae BB579 growth, OD615, 48 h;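 active = inhibition above a set limit, 3 SD over the mean compound inhibition, cut at about 44% in these data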; note: inactives centre near -24
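System: Saccharomyces cerevisiae DeaD strain BB579, replicative lifespan model yeast | Buffer or medium: Restrictive glucose-based CSMM-D medium | Times: 4 h preincubation and 48 h exposure at 30 °C | Detection: OD615 turbidity measurement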
Measles CPE = protection of cells from measles virus | Measles virus-infected cells, CPE protection, absorbance | protection (pct of control), % at 4 µM | actives 1.5% (n = 140,000) | AID 841; in the data active = protection mostly above about 24%, no sharp cut-off; inactive = mostly below about 26%; note: some compounds called inactive have numbers as strong as hits
MRP1 act = MRP-1 activation; H69AR cells + doxorubicin, viability rescue, CellTiter-Glo; viability increase, % at 10 µM; actives 0.61% (n = 140,000);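 active = viability gain under doxorubicin at or above a set limit, the compound median plus 3 SD, cut at about 4.7% in these data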;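 note: MRP-1 overexpressing cells given doxorubicin 25 µM after compound pretreatment; 18-22 h compound pretreatment then 72 h with doxorubicin before readout; 0% = doxorubicin-only wells and 100% = vehicle-treated cells without doxorubicin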
PTEN del growth = growth suppressors of cells with PTEN tumor suppressor deletion. HCT116 PTEN-null viability, CellTiter-Glo, 60 h; hits give low values. viability, % at 10 µM. actives 1.2% (n = 140,000). AID 827;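 active = viability at or below a set limit, 4 SD under the median of all tested compounds, cut at about 3.7% in these data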;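 note: PTEN knockout HCT116 line with beta catenin targeted HCT116 as companion control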
The depositor's hits bear a star; ? = inconclusive; . = not tested or not shown. No enrichment for hits; any-hit rate near 6.1%.

SMILES	bCat KO growth	E-sel TNF inh	Yeast life ext	GALR2 blocker	NPY Y2 blocker	Phagocytosis inh	Yeast growth inh	Measles CPE	MRP1 act	PTEN del growth
COc1c2occc2c(OC)c2c(=O)cc(C)oc12	90	-8	-3	1	2	.	-19	1	-0.9	92
Cc1cccc(C)c1OCCOCCN1CCN(C)CC1	79	-57	-9	11	5	0	-7	9	-3.4	89
Cc1cc(C(=O)OCC(=O)c2cccc([N+](=O)[O-])c2)c2ccccc2n1	91	-2	-7	5	4	-7	-26	3	1.5	91
N#C/C(=C/c1ccc(N2CCOCC2)o1)c1ccc(Br)cc1	31	-6	-17	19	6	-4	-12	8	-4.1	58
C=CCSc1nnc2n(CCc3ccccc3)c(=O)c3c4c(sc3n12)COC(C)(C)C4	82	-8	-7	-6	3	0	-4	11	-3.4	71
COc1ccc2c(c1OC)C(=O)OC2Nn1cncn1 (configuration not stated)	95	?	51*	-8	0	4	-56	32	0.4	120
CC(=O)Nc1ccc2ccc3cccc4ccc1c2c34	98	-2	.	-3	2	.	-25	7	3.1	100
Cc1ccc(N(C(=O)C(F)(F)F)C(C(=O)NC2CCCCC2)c2ccncc2)cc1C (configuration not stated)	96	.	7	5	1	-9	-23	30	-1.8	101
CC(=O)NC(Cc1ccccc1)C(=O)NC1CCN(C(=O)c2ccc([N+](=O)[O-])cc2)CC1 (configuration not stated)	90	.	8	-1	0	-8	-5	24	-0.9	97
COc1ccccc1-c1noc(-c2ccccc2)n1	94	-19	-16	9	7	2	4	7	-1.6	79
CCCCCNC(=O)CC1Nc2c3ccccc3nc(=S)n2C1=O (configuration not stated)	94	0	-1	0	1	0	5	15	-1.6	88
NC(=O)C1(N2CCCCC2)CCN(C(=O)CSc2nc3ccccc3s2)CC1	66	-2	-7	7	3	6	-22	37	-3.0	70
O=C(Cn1nc(-c2ccccc2)ccc1=O)NCCN1CCN(c2cccc(Cl)c2)CC1	64	-26	1	0	0	1	-65	27	-1.8	75
Cc1cc(C)cc(NC(=S)NCCc2c[nH]c3ccccc23)c1	39	2	-1	6	1	-4	-1	6	-2.4	38
NCc1ccc(S(N)(=O)=O)cc1	92	-13	2	11	0	.	-13	10	-1.9	95
c1ccc(C2CCC(N3CCC(N4CCCCC4)CC3)CC2)cc1 (configuration not stated)	68	26	-12	-13	7	.	-29	1	-1.6	80
CCc1cc2c(=O)c(-c3nc4ccccc4n3C)c(C)oc2c(CN2CCN(CCO)CC2)c1O	97	-4	-15	-4	1	.	15	4	-3.0	113
CCCCn1nc2cc(C(=O)NC3CCCc4ccccc43)ccc2c1OCC (configuration not stated)	96	-5	-22	7	4	.	-22	0	-1.1	86
CCCCOc1c(Cl)cc(CNC(C)(C)CO)cc1OCC	73	2	-5	-9	7	-1	-43	12	-3.2	72
O=C(CCCOc1ccccc1)Nc1nnc(C2CCCO2)s1 (configuration not stated)	102	0	-6	1	2	0	-51	1	-2.7	97

2 entries from above, set out differently:
Structure: NCc1ccc(S(N)(=O)=O)cc1
  bCat KO growth: 92 | E-sel TNF inh: -13 | Yeast life ext: 2 | GALR2 blocker: 11 | NPY Y2 blocker: 0 | Phagocytosis inh: . | Yeast growth inh: -13 | Measles CPE: 10 | MRP1 act: -1.9 | PTEN del growth: 95
Structure: c1ccc(C2CCC(N3CCC(N4CCCCC4)CC3)CC2)cc1 (configuration not stated)
  bCat KO growth: 68 | E-sel TNF inh: 26 | Yeast life ext: -12 | GALR2 blocker: -13 | NPY Y2 blocker: 7 | Phagocytosis inh: . | Yeast growth inh: -29 | Measles CPE: 1 | MRP1 act: -1.6 | PTEN del growth: 80

Next section.
SMILES	bCat KO growth	E-sel TNF inh	Yeast life ext	GALR2 blocker	NPY Y2 blocker	Phagocytosis inh	Yeast growth inh	Measles CPE	MRP1 act	PTEN del growth
Cc1ccc(N(CC(=O)NCc2ccncc2)S(C)(=O)=O)cc1	97	-36	.	11	0	.	-14	16	-1.7	92
Cc1cc(C)nc(NS(=O)(=O)c2ccc(N=Cc3c(C)[nH]n(-c4ccccc4)c3=O)cc2)n1	90	.	-8	8	3	.	-13	8	1.5	99
CN(Cc1ccccc1)C(=O)c1cc(-c2ccc(Br)cc2)on1	87	100*	-6	-3	9	.	-47	17	1.0	92
c1ccc(Cn2nnc3c(N4CCN(Cc5ccc6c(c5)OCO6)CC4)ncnc32)cc1	71	.	-3	8	6	-1	-5	19	1.5	74
Cc1ccc(NC(NC(=O)OCCn2c([N+](=O)[O-])cnc2C)C(Cl)(Cl)Cl)cc1 (configuration not stated)	79	8	-2	-8	-2	-3	0	18	-2.6	90
Cc1ccc(NS(=O)(=O)c2cccc(C(=O)N3CCOCC3)c2)cc1	91	21	-9	-3	-1	0	-55	19	-0.9	92
CCOC(=O)/C=C1\SCC(=O)N1CC(=O)NCc1cccc(Cl)c1	91	.	-5	-16	4	-3	2	24	-1.2	101
Cn1c(=O)c2ncn(CC(=O)NCCOCc3ccccc3Cl)c2n(C)c1=O	89	19	9	5	8	-5	-36	18	-3.1	90
COc1ccc(/C(O)=C(\C#N)c2nc3ccccc3n2C)cc1OC	101	.	-8	0	2	.	-19	4	-2.6	96
O=C(NCCSc1c[nH]c2ccccc12)c1ccc(Br)o1	96	.	-8	-2	2	0	10	4	-3.9	90
COc1ccc(CNC(=O)C(C)Cc2ccccc2)cc1O (configuration not stated)	102	.	5	1	0	.	-21	6	-0.1	99
CCOCCCNC(=O)C(NC(=O)c1ccc(NC(C)=O)cc1)c1ccc(C)cc1 (configuration not stated)	103	.	6	1	0	-5	-34	10	1.1	102
O=C(C1CCCN(CCCc2ccccc2)C1)N1CCCCCC1 (configuration not stated)	89	.	2	4	6	4	-17	8	-1.3	83
Cc1ccc(S(=O)(=O)N2CCC(C(=O)N3CCC(C(=O)NCC4CCCO4)CC3)CC2)cc1 (configuration not stated)	88	.	0	-7	-1	-1	-23	13	-2.4	95
CCc1ccc(CCC(=O)Nc2nc(CC(C)=O)ns2)o1	96	1	-7	-7	2	0	13	7	1.5	95
CC(=O)Nc1cccc(NC(=O)CCn2c(=O)sc3ccccc32)c1	92	-5	-10	9	4	0	2	32	-1.4	93
c1ccc2oc(C3=NNC(=NC4CC4)SC3)cc2c1	83	.	-7	-2	2	-1	-8	50	-3.1	99
Cn1cccc1CNCc1ccc(F)cc1	90	-10	2	-1	1	-11	-66	15	-1.4	94
CC(=O)c1ccc(NC(=O)N[C@@H](CC(C)C)C(=O)O)cc1	90	.	6	7	0	-2	-24	39	-0.6	90
O=C(COC(=O)/C=C/c1cccc(C(F)(F)F)c1)NCc1ccccc1	104	-40	-6	-4	2	.	-4	11	-0.3	100
O=C(c1cc2ccccc2oc1=O)N1CCN(c2ccccn2)CC1	95	-12	-11	-10	1	10	-20	1	-1.3	100
C=CCn1c(=S)[nH]c2nc3c(cc2c1=O)CCCC3	72	-3	-16	-28	2	4	-40	6	-4.6	74
O=C(CCc1ccc(S(=O)(=O)NCCc2ccccc2)cc1)N1CCN(Cc2ccc3c(c2)OCO3)CC1	57	-11	-2	-3	1	-1	-23	18	-3.4	54
Cc1ccc(/C=C/C(=O)O)cc1S(=O)(=O)N(CCO)CCO	101	-5	0	-1	0	-2	-41	3	-1.9	100
COC(=O)c1sc2ccccc2c1-n1cccc1C(=O)C(=O)Nc1ccccc1	82	-17	-5	1	-2	.	-59	5	-0.8	75
CCOC(=O)c1cccc(NC(=O)C(C)N2C(=O)c3ccccc3C2=O)c1 (configuration not stated)	97	-8	-6	2	0	-1	-55	9	0.5	113
Cn1c(SCc2ccon2)nc2ccccc2c1=O	106	-38	-17	-5	6	-1	-53	3	-0.6	107
CCOc1ccc(-c2nc(CSc3nnc(N)s3)cs2)cc1	95	-18	-1	-19	2	-1	11	8	-1.3	95
COc1ccc(CCNC(=O)C(=O)NCC2CCCO2)cc1 (configuration not stated)	91	-10	.	9	4	.	0	12	0.8	102
Cc1ccccc1OCC(=O)NNC(=S)NC(=O)c1ccccc1[N+](=O)[O-]	42	-17	1	4	2	.	-36	29	-3.0	41
CCN1CC2=C(OC(N)=C(C#N)C2c2ccccc2)/C(=C\c2ccccc2)C1 (configuration not stated)	69	26	-3	-3	3	5	-69	16	-5.1	56
Cn1c(SCC(=O)N/N=C/C=C/c2ccco2)nc2ccccc21	74	-4	-2	-3	12	-3	-62	11	-2.8	73
O=S(=O)(/N=C(\Sc1ccccc1)c1ccccc1)c1ccc(Cl)cc1	95	.	36	2	-2	.	-33	7	-3.5	103
COc1ccc(/C=N/n2c(N)nc3ccccc32)cc1OC	91	27	-6	3	-3	0	6	6	-2.6	95
Cc1cccc(OCC(=O)O/N=C(\N)Cc2cccs2)c1	91	-31	-8	-6	5	.	-39	8	-0.8	94
CCOC(=S)SCC(=O)Nc1nc(-c2ccccc2)cs1	19	.	-6	3	2	-3	0	6	-2.6	19
C=CS(=O)(=O)c1ccc(Oc2ccc(S(=O)(=O)C=C)cc2)cc1	93	100*	61*	91*	2	-7	-46	0	-2.4	91
O=C(CN(Cc1ccccc1)C(=O)c1cc2c(s1)CCC2)NCc1cccs1	72	2	-3	-8	9	.	-56	5	-3.8	56
O=C(NN=C1CCN(Cc2ccccc2)CC1)c1cc2ccccc2cc1O	57	.	-5	5	0	-3	-2	8	2.3	58
Nc1c(C(=O)Nc2ccc(Br)cc2)sc2nc(-c3ccco3)ccc12	74	-27	-18	19	-1	-1	-24	.	-2.0	70
O=C1c2cccc3cccc(c23)C(=O)N1CCN1CCN(C(=S)Nc2ccc(Cl)cc2)CC1	80	.	-5	-12	1	0	-27	5	-1.8	70
O=C(CCc1nc(-c2ccccc2)no1)NCCc1ccccc1	102	-3	-21	0	3	.	-21	11	-0.6	96
Cc1nc2c(C)cccc2cc1C(=O)N/N=C/c1ccc(O)cc1	62	.	-1	4	2	1	-14	3	-3.2	72
CC(c1ccccc1)N1CCn2c(nc3cc(NC(=O)NC4CCCCC4)ccc32)C1 (configuration not stated)	103	-26	-4	18	-1	0	-74	9	-0.7	102
CCc1ccc(S(=O)(=O)N(C(=O)c2ccncc2)c2ccc(OC(=O)c3ccncc3)cc2)cc1	89	4	9	5	-1	.	-35	7	-2.5	87
CCn1c2ccccc2c2cc(/C=N/n3cn[nH]c3=S)ccc21	70	10	-11	-2	13	.	-3	11	-3.9	56
COc1ccc(N(C(=O)COc2cccc(C)c2)S(=O)(=O)c2ccc(C)cc2)cc1	96	-4	19	-6	3	-6	-44	3	-1.8	96
CCOC(=O)N1CCC(NC(=O)Cn2cccc2C(=O)c2ccccc2C)CC1	93	.	-4	4	-1	0	1	4	-1.2	89
COCCn1cc(C(=S)N2CCOCC2)c2ccccc21	105	20	-12	5	1	1	-8	8	0.1	101
Cc1ccc(NC(=O)CN(C)CC(=O)Nc2ccc(N3CCOCC3)cc2)c(C)c1	98	-16	1	6	-1	0	-50	7	-1.0	99
O=C(CCCOc1ccccc1)Nc1ccncc1	97	38	-5	10	2	9	-13	6	-0.6	101
